# FBW7 act = human FBW7 E3 ligase activation, primary screen; 650,000 tested, 0.13% active; Q969H0; normalized activity (activation), % at 26.1 µM; AlphaScreen FBW7–phospho-cyclin E peptide binding, activator screen; in the data active means normalized activity above about 1.9%;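 further: purified mutant Fbw7 with reduced substrate affinity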
# Target sequence (Q969H0 whole entry, looked up): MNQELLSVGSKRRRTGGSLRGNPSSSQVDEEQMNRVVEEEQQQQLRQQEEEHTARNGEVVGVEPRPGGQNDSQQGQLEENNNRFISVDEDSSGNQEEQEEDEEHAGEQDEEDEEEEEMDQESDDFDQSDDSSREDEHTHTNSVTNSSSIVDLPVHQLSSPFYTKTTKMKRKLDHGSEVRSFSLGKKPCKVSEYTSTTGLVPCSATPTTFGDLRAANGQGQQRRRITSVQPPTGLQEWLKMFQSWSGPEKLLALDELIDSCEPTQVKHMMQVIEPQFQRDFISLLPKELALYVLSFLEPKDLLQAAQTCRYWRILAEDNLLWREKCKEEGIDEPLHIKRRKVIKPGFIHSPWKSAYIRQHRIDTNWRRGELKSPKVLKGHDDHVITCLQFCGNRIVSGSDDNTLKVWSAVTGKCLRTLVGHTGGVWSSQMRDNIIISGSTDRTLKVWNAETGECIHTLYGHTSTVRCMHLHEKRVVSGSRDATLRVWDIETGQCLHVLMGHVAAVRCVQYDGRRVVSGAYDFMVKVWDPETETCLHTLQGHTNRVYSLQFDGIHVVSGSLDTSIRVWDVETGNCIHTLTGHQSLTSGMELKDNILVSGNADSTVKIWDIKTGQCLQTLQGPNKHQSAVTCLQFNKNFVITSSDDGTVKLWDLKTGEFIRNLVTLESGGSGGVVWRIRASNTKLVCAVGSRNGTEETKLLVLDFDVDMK
# MITF inh = blocks human microphthalmia-associated transcription factor. O75030. AlphaScreen MITF homodimerization, bead proximity signal. inhibition, % at 2.6 µM. 650,000 tested, 0.91% active; in the data active means inhibition above about 50%;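 further: 0% = vehicle wells with protein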
# GPR151 ag = activates the human receptor GPR151 | PathHunter beta-arrestin GPR151 cells, luminescence | AID 1508602 | activation, % at 11.2 µM | 650,000 tested, 1% active | Q8TDV0; in the data active means activation above about 4.9%;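 further: 0% = median of compound wells and 100% = cells with positive control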
# TEAD-YAP block = TEAD-YAP interaction inhibition; AID 1259422; inhibition, % at 9.12 µM; HEK-TIYL cells, TEAD-Gal4/YAP UAS-luciferase luminescence; 640,000 tested, 1.4% active; in the data active means inhibition above about 32%;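 further: 0% = median of test compound wells and 100% = reference inhibitor wells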
# * = called active by the depositor; & = joins results of further samples. Not a hit list. About 3.4% of those tested had a hit in this group.
SMILES,FBW7 act,MITF inh,GPR151 ag,TEAD-YAP block
Cc1ccccc1/C=N/Nc1nc2ccccc2[nH]1,0.0,3,1.4,-51
FC(F)(F)c1cccc(CNc2nc(-c3csc4ccccc34)nc3c2ncn3C2CCCCC2)c1,0.2,20,1.4,1
COc1cccc(NC(=O)Nc2ccc3c(c2)N(S(C)(=O)=O)CCC3)c1OC,0.1,4,-0.5,-8
O=C(CSC(=S)N1CCOCC1)c1ccc([N+](=O)[O-])cc1,0.0,-6,1.7,-31
CCCCN(CCCC)c1cccc(-c2cccc(N(CCCC)CCCC)c2)c1,0.1,1,-0.8,-4
CCOc1ccc(C(=O)C2CCN(CC(=O)NCc3cccs3)CC2)cc1,-0.1,4,1.4,1
Cc1nn(CC(=O)N[C@H](Cn2nc(-c3ccc(F)c(F)c3)ccc2=O)C(C)C)c(C)c1C,0.0,2,-1.0,6
COc1cc(OC)cc(C(=O)Nc2cc(C(=O)NCc3ccco3)ccc2N2CC3CC(C2)c2cccc(=O)n2C3)c1 (stereo not drawn),0.1,-6,-0.5,-1
COc1cccc(NC(=O)c2sc3nc4ccc(OC)cc4cc3c2N)c1,-0.1,-2,1.1,-15
COc1ccc(NC(=O)CCNC(=O)Cn2ccc3ccccc3c2=O)cc1OC,-0.1,-5,0.2,9
C=CCOc1ccc(Br)cc1C1C(C(=O)OC)=C(N)OC2=C1C(=O)CCC2 (stereo not drawn),0.7,5,0.7,-2
O=c1c2cc3c(cc2nc(SCc2ccc(F)cc2)n1CCC1=CCCCC1)OCO3,0.0,-9,0.0,5
Cc1ccccc1C(=O)Nc1ccc2c(c1)OCO2,-0.1,0,-6.6,22
COc1ccc(-c2cc(C3CCN(c4ncccc4[N+](=O)[O-])CC3)[nH]n2)cc1,-0.2,-13,0.0,8
Cc1cc(I)ccc1NC1=NS(=O)(=O)c2ccccc21,0.0,-10,0.2,-9
Cc1cccc(C(=O)CC(=O)c2cc(C)ccc2O)c1,0.1,14,-0.3,-44
COc1ccc2[nH]cc(NC(=O)NCCN3CCC(C)CC3)c(=O)c2n1,-0.1,15,-0.8,4
COc1ccc(C(=O)Oc2ccc(C(C)=O)cc2)cc1,0.0,-9,0.6,-12
Cc1nnc(NC(=O)COc2ccc(-c3ccccc3)cc2)s1,0.0,2,-0.2,1
CCOC(=O)C1=C(C)NC(=O)NC1c1cc(Cl)cc(OC)c1O (stereo not drawn),0.1,4,-0.5,4
Cc1n[nH]c(C)c1S(=O)(=O)N1CCCC(C(=O)Nc2ccc3c(c2)OCCO3)C1 (stereo not drawn),0.6,13,-1.1,12
CCOC(=O)Nc1ccc2c(c1)N(C(=O)CCCN1CCOCC1)c1ccccc1CC2,0.0,11,-0.7,-6
Cc1cnc(C)c(-c2cc(F)cc3c2OC(CNC(=O)c2ccccc2-n2cccn2)C3)n1 (stereo not drawn),-0.1,9,-1.3,6
CC1CCCN(CCOc2ccccc2[N+](=O)[O-])C1 (stereo not drawn),0.0,54*,-1.1,6
O=C(Nc1ccc(-n2cccn2)cc1)C1CC12CCN(C(=O)c1ccc3c(c1)OCO3)CC2 (stereo not drawn),0.2,3,-0.1,4
O=c1[nH]c(/C=C\c2cc3ccccc3oc2=O)nc(O)c1[N+](=O)[O-],0.7,12,-1.1,4
O=C(c1ccco1)N1CCN(C(c2ccccc2)c2nnnn2Cc2cccs2)CC1 (stereo not drawn),0.0,0,-0.5,-5
C[C@H](O)[C@H]1NC(=O)[C@H]2CN(Cc3cnn(-c4ccccc4Cl)c3)CCN2C1=O,0.8,15,-1.0,6
CCCCNC(=O)c1cc(-c2ccc(OC)cc2)on1,0.2,2,-1.0,-80
CCOc1ccccc1N1C(=O)NC(=O)/C(=C/c2ccc(OC)cc2)C1=O,-0.2,2,0.0,12
O=C(CCl)N(Cc1ccccc1)c1ccccc1,-0.1,5,1.2,24
CCOc1cc(OCC)c2c(C)cc(=O)oc2c1,-0.1,37,0.6,20
O=C(NCC1CCC2(CCN(C(=O)c3ccoc3)CC2)O1)c1c(F)ccc(F)c1F (stereo not drawn),0.1,6,0.7,1
COc1cc(Cl)c(C)cc1NC(=O)COc1ccc(Br)cc1CO,0.4,9,-0.4,-4
COc1cccc(OCCSc2nc3ccccc3[nH]2)c1,0.0,-8,-0.1,-46
CCC(=O)N1c2ccccc2-c2nnc(SC)nc2OC1c1ccc(OC)cc1 (stereo not drawn),1.1,1,5.6*,-1
COc1ccc(C(CC(=O)Nc2cc(F)ccc2F)N2Cc3ccccc3C2=O)cc1 (stereo not drawn),0.0,-8,0.0,-3
CCOC(=O)c1sc2nc(SCC(=O)NC3CCCCC3)n(Cc3ccc(C)cc3)c(=O)c2c1C,0.5,3,0.3,3
COc1cccc(NC(=O)COC(=O)c2cccc(S(=O)(=O)NCC(F)(F)F)c2)c1,0.5,7,-1.2,-1
Cc1cccc(N2CC(C(=O)O)CC2=O)c1C (stereo not drawn),0.0,10,-1.1,-5
O=C(Cn1ncc2c(Cl)cccc21)NCc1ccc(F)cc1,0.0,-5,1.1,-11
CCCCSc1nc2sc3c(c2c(=O)n1CCc1ccccc1)CC(C)(C)OC3,-0.1,-1,1.0,-6
O=C(Nc1nnc(C(F)(F)F)s1)c1cc([N+](=O)[O-])ccc1Cl,0.2,10,-1.4,10
CC(=O)c1cccc(-c2nc(Nc3ccc(N4CCOCC4)cc3)c3ncn(CCN4CCCC4=O)c3n2)c1,-0.2,5,1.6,-4
Cc1c(C(=O)Nc2c(F)cc(F)cc2Br)sc2ncn(CC(=O)Nc3ccc(C(C)C)cc3)c(=O)c12,-0.1,-2,-0.1,11
CC(C)C(=O)N(C)C1(c2ccccc2Cl)CCCCC1=O (stereo not drawn),0.1,-12,-0.7,8
COc1cccc(NC(=O)N2CCC(Oc3nc4c(C)ccc(C)c4s3)CC2)c1OC,0.7,5,2.6,16
COc1ccc(C)cc1Nc1c2c(nc3ncnn13)CCC2,-0.1,8,0.3,38*
O=S(=O)(NCC(c1ccco1)N1CCN(c2ccccc2)CC1)c1cc(F)ccc1F (stereo not drawn),-0.2,10,1.5,-2
Cn1c(O)c(C(c2ccncc2)c2c(O)n(C)c(=S)[nH]c2=O)c(=O)[nH]c1=S,0.1,11,2.3,1
# The listing continues:
SMILES,FBW7 act,MITF inh,GPR151 ag,TEAD-YAP block
CC(C)(C)NCCOCCOc1cccc(Cl)c1Cl,0.1,39,-0.1,4
Cc1ccc(-c2csc(NC(=O)C3C4CCC(C4)C3C(=O)O)n2)c(C)c1 (stereo not drawn),0.6,4,-1.1,0
Clc1cccc(CNCc2cccnc2)c1,-0.2,2,0.6,0
O=C(NCc1ccncc1)c1ccc2cncc(-c3cc4ccccc4o3)c2n1,-0.2,-3,-0.2,32
N#C/C(=N\Nc1cccc([N+](=O)[O-])c1)c1nc(-c2ccc3c(c2)OCO3)cs1,-0.1,16,-1.0,-3
CN(C)CCNC(=O)C12CC3CC(CC(C3)C1)C2,-0.2,-7,0.5,-7
COC1CCCC(C(=O)N2CCCC(c3nc4sc(C)c(C)c4c(=O)[nH]3)C2)C1 (stereo not drawn),0.0,6,3.4,-17
COc1ccccc1CNc1nc(C)nc2sc(C)c(C)c12,-0.1,0,1.9,46*
O=[N+]([O-])c1ccc(NC(=S)NCc2ccco2)cc1,-0.2&-0.4,-5&-1,2.3&-0.4,1&0
CCC(c1nnnn1C(C)(C)CC)N(CCCO)Cc1cc2cc(C)ccc2[nH]c1=O (stereo not drawn),0.0,-5,2.9,8

# The closing five records of the part before lead into the next:
SMILES,FBW7 act,MITF inh,GPR151 ag,TEAD-YAP block
CN(C)CCNC(=O)C12CC3CC(CC(C3)C1)C2,-0.2,-7,0.5,-7
COC1CCCC(C(=O)N2CCCC(c3nc4sc(C)c(C)c4c(=O)[nH]3)C2)C1 (stereo not drawn),0.0,6,3.4,-17
COc1ccccc1CNc1nc(C)nc2sc(C)c(C)c12,-0.1,0,1.9,46*
O=[N+]([O-])c1ccc(NC(=S)NCc2ccco2)cc1,-0.2&-0.4,-5&-1,2.3&-0.4,1&0
CCC(c1nnnn1C(C)(C)CC)N(CCCO)Cc1cc2cc(C)ccc2[nH]c1=O (stereo not drawn),0.0,-5,2.9,8
COc1ccc(-n2cnc3ccccc3c2=O)c([N+](=O)[O-])c1,-0.1,-8,0.2,7
O=C1Nc2ccc(Br)cc2C1=Nc1ccc(O)cc1,-0.4,12,1.1,17
COc1ccc(NC(=O)CN2C(=O)C(c3ccc(Cl)cc3)=NC2(C)C)c(OC)c1,0.0,4,0.1,19
CC(C)C[C@H]1C(=O)N2CCN(Cc3nc(-c4ccccc4)cs3)C[C@@H]2C(=O)N1C,0.1,1,0.7,0
CCN(CC)c1nc(NCCN(C(C)C)C(C)C)nc(Nc2cc(OC)c(OC)c(OC)c2)n1,-0.1,-1,0.5,2
O=C(Nc1cccc(C(F)(F)F)c1)c1ccc2c(c1)C(=O)N(c1ccccn1)C2=O,-0.1,11,-0.4,3
O=C1Nc2ccccc2SC1N1CCCCC1 (stereo not drawn),-0.1,5,-0.4,3
Cc1cc(Cl)ccc1NC(=S)NCc1cccnc1,0.0,7,-0.8,18
Nc1nc(SCc2ccc3c(c2)OCCO3)n[nH]1,0.1,20,-0.1,-2
NC(=O)c1ccccc1N=Cc1ccccc1Cl,0.0,12,-0.9,0
Cc1c(C(=O)NNC(=O)NC23CC4CC(CC(C4)C2)C3)oc2ccccc12,0.2,9,-0.7,-1
CCOC(=O)c1sc2ccc(S(=O)(=O)N3CCOCC3)cc2c1N,0.0,5,1.0,10
CC(C)N1CCC(N2CCN(CC#Cc3ccccc3)CC2CCO)CC1 (stereo not drawn),0.2,6,-0.8,-8
CN(C)Cc1ccccc1-c1cnc(NCc2cccs2)c2nccn12,-0.4,1,2.5,-8
NS(=O)(=O)c1ccc(NC(=O)/C=C/c2ccc3c(c2)OCO3)cc1,-0.3,-28,0.1,1
O=C(NNC(=S)NC(=O)c1cccc([N+](=O)[O-])c1)c1ccc(Br)cc1,0.1,8,1.0,3
CC(C)(C)c1ccc(C2=N/C(=C\c3cccc(Cl)c3)C(=O)O2)cc1,0.2,2,0.0,5
CC(CN1CCOCC1)OC(=O)C(c1ccccc1)c1ccccc1 (stereo not drawn),0.0,11,0.1,3
CSc1ccc(/C=C/C(=O)OCC(N)=O)cc1,-0.1,-2,-0.7,5
Cc1ccc(-c2nc(=S)c3c(n2CCCO)CCCC3)cc1,-0.2,5,4.3,9
O=C(CCSc1ccc([N+](=O)[O-])cc1)NCC1CCCO1 (stereo not drawn),0.0,-16,0.7,3
Cn1c(=O)[nH]c(=O)c2c1nc(SCC(N)=O)n2CCCc1ccccc1,0.2,17,-1.4,-2
COc1ccc(C2C(C(=O)NCc3cccnc3)c3ccccc3C(=O)N2C)cc1OC (stereo not drawn),0.1,13,-1.4,-4
CCCCOC(=O)c1ccc(-c2ccc(/C=C3/C(=O)N(c4ccccc4)N=C3C)o2)cc1,0.3,6,-0.2,-4
CSc1ncc(C(=O)NCCc2ccccc2)c(C)n1,-0.1,9,0.2,-62
CCOc1ccccc1NC(=O)N1CCCC1C(=O)NCc1ccco1 (stereo not drawn),-0.1,-18,1.9,2
Clc1ccc(-c2[nH]ncc2CN2CCc3nnc(C4CCCO4)n3CC2)cc1 (stereo not drawn),0.3,8,-0.3,7
CCCSc1ncc(Cl)c(C(=O)Nc2nnc(SC)s2)n1,0.1,0,-2.1,-1
CCCCN(C)CCNC(=O)c1cc(=O)[nH]c2ccc(S(=O)(=O)N3CCCC3)cc12,0.0,2,1.1,-6
CN(C)S(=O)(=O)n1cc(/C=C/c2nc(N)nc(-c3ccccc3O)n2)c2ccccc21,0.1,6,0.2,3
CNC(=O)c1c(NC(=O)C2CC2)sc2c1CCCCC2,-0.1,-5,0.0,-3
N#CCCN(CCC#N)Cn1nc(-c2ccco2)oc1=S,0.2,-2,1.7,-7
COc1ccc(-c2cc(C(F)(F)F)n3nc(C(=O)OC(C)C)cc3n2)cc1OC,-0.1,-9,0.6,-39
CS(=O)(=O)c1cccc(S(=O)(=O)NC2CCS(=O)(=O)C2)c1 (stereo not drawn),0.0,0,0.7,1
CCCCN(C)C(=O)CC(NS(=O)(=O)c1ccc(F)cc1)c1ccc(OC)cc1 (stereo not drawn),-0.2,-3,-0.4,1
Cc1ccc(C)c(N2C(=O)c3ccc(C(=O)OCC(=O)c4ccc(Br)cc4)cc3C2=O)c1,0.0,0,-0.4,13
CNC(=O)C(C)NS(=O)(=O)c1ccc(OC)cc1 (stereo not drawn),0.2,17,0.5,-2
Cc1c(NC(=O)c2cc3c(s2)CCC3)c(=O)n(-c2ccccc2)n1C,-0.2,8,-0.1,2

# Five structures from above, sorted by SMILES length, ascending.
SMILES,FBW7 act,MITF inh,GPR151 ag,TEAD-YAP block
N#CCCN(CCC#N)Cn1nc(-c2ccco2)oc1=S,0.2,-2,1.7,-7
CNC(=O)c1c(NC(=O)C2CC2)sc2c1CCCCC2,-0.1,-5,0.0,-3
Cc1c(NC(=O)c2cc3c(s2)CCC3)c(=O)n(-c2ccccc2)n1C,-0.2,8,-0.1,2
CCCCN(C)C(=O)CC(NS(=O)(=O)c1ccc(F)cc1)c1ccc(OC)cc1 (stereo not drawn),-0.2,-3,-0.4,1
Cc1ccc(C)c(N2C(=O)c3ccc(C(=O)OCC(=O)c4ccc(Br)cc4)cc3C2=O)c1,0.0,0,-0.4,13

# Source: PubChem
